Screens: PubChem, several laboratories
NTR1 agonist = NTR1-driven beta-arrestin-GFP spot formation – imaging, U2OS cells, high content, primary screen (AID 493036) | P30989 | agonist mode | activation, % at 20 µM | 0.17% of 330,000 active;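 active means activation at or above 40% of the spot to cytoplasm intensity ratio, with at least 20 cells analyzed; inconclusive means wells under 20 cells, flagged as cytotoxic or low count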;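 further: 0% = DMSO without peptide and 100% = 100 nM NTR1 peptide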
Target sequence (P30989 whole entry, looked up): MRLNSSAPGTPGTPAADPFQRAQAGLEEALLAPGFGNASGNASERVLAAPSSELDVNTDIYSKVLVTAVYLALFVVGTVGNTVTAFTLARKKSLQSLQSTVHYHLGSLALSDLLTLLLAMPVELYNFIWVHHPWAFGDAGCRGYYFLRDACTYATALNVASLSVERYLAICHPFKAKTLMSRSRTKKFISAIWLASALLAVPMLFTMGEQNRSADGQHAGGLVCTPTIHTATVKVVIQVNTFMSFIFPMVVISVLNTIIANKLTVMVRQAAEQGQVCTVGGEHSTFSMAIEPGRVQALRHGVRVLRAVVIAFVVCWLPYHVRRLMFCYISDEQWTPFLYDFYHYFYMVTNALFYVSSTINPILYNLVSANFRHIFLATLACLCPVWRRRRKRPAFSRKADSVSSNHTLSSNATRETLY
Large T inhibition = SV40 large T antigen inhibitors, biochemical (AID 1903); one-dose inhibition, % at 20 µM; IC50 in µM for titrated hits; 0.39% of 310,000 active; SV40 large T antigen ATPase/helicase inhibition assay; higher % means a stronger effect; in the data active means a potency from the dose series; inconclusive means inhibition mostly from about 32% at the one dose, without a potency; inactive means the rest, 99 in 100 with inhibition below about 32%; further: strong numbers were not always called active
Yfh1-off respiration = enhancers of respiration in Yfh1-depleted yeast, dose response, Friedreich's ataxia, plus single-dose screen (AID 1465); S. cerevisiae Yfh1-off respiration, WST-1 reduction, 72 h; higher fold induction means a stronger effect; fold induction at 50 µM, or EC50 in µM where a hit was titrated; 0.074% of 220,000 active;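 active means fold induction of absorbance versus untreated yeast above a set limit, then at least 30% activation at any dose in follow-up; inconclusive means repeats straddling the limit, or above it without dose testing; inactive means fold induction below the set limit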;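 further: activators that raise dye reduction in frataxin-depleted yeast; strong numbers were not always called active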
GPR55 beta-arrestin = selective activators of receptor GPR55 – imaging, U2OS cells, beta-arrestin-GFP redistribution, primary screen (AID 1961); U2OS GPR55 beta-arrestin-GFP redistribution imaging; higher % means a stronger effect; activation, % at 10 µM; hits with a dose series show EC50 in µM; 0.048% of 290,000 active;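 active means activation above 40% with more than 50 cells counted in the well; inconclusive means wells holding fewer than 50 cells, flagged as toxic or sparse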;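 further: U2OS osteosarcoma cells stably expressing GPR55 and beta-arrestin-GFP; plate controls were DMSO negative control for no effect and LPI positive control for full effect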
GPR35 arrestin U2OS = GPR35 antagonists blocking zaprinast-driven arrestin recruitment, primary screen, imaging, U2OS, beta-arrestin-GFP, zaprinast agonist (AID 2058) | U2OS GPR35 beta-arrestin-GFP translocation imaging, zaprinast antagonism; higher % means a stronger effect | inhibition, % at 10 µM; hits with a dose series show IC50 in µM | 0.052% of 290,000 active;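 active means inhibition of at least 50% with at least 30 cells and total cytoplasm GFP at most 10,000,000; inconclusive means under 30 cells or total GFP of 10,000,000 plus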
GPR55 LPI antagonism = GPR55 antagonists blocking LPI-driven arrestin recruitment, primary screen, imaging, U2OS, beta-arrestin-GFP, LPI agonist (AID 2013). U2OS GPR55 beta-arrestin-GFP translocation imaging, LPI antagonism; higher % means a stronger effect. 0.13% of 290,000 active. inhibition, % at 10 µM; hits with a dose series show IC50 in µM;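 active means spots per cell inhibited over 60%, with over 100 cells counted and total cytoplasm intensity under 500,000; inconclusive means wells with under 100 cells, flagged as likely toxic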;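 further: U2OS cells stably carrying GPR55 and arrestin-GFP stimulated by 5 µM LPI near EC80; imaged beta-arrestin-GFP aggregate spots per cell after agonist stimulation; plate controls were LPI-stimulated DMSO wells for no effect and DMSO wells without LPI for full effect; some results filed as inactive read as strong as hits; confirmed hits need IC50 under 10 µM and bright autofluorescent wells are also inconclusive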
Dengue-2 NS5 capping = Dengue-2 NS5 methyltransferase inhibitors, primary screen, biochemical, confirmation dose response (AID 588689); Dengue-2 NS5 methyltransferase capping enzyme assay, biochemical; higher % means a stronger effect; 0.3% of 340,000 active; one-dose inhibition, % at 25 µM; IC50 in µM for titrated hits; in the data active means a potency from the dose series; inconclusive means inhibition above about 29% without an active follow-up result
MgcRacGAP inhibition = MgcRacGAP GTPase-activating activity inhibitors, confirmation, biochemical, ADP Hunter fluorescence; MgcRacGAP-stimulated Rac1 GTP hydrolysis, ADP Hunter fluorescence; higher % means a stronger effect; GST-tagged Rac1 F28L mutant substrate; inhibition, % at 30 µM; hits with a dose series show IC50 in µM; 0.6% of 340,000 active;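 active means first-screen hits whose inhibition reached a set limit at any dose in the follow-up dose series; inconclusive means inhibition above the set first-screen limit but never retested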;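 further: fluorescence reports GDP produced by GAP-driven GTP hydrolysis; strong numbers were not always called active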
AID2073 = disruptors of CaV2.2 binding to Mint1 – biochemical, HTRF (AID 2073) | inhibition, % at 20 µM, or IC50 in µM where a hit was titrated | HTRF protein-protein interaction, Mint1-CaV2.2; higher % means a stronger effect | 0.19% of 290,000 active; in the data active means inhibition mostly above about 51%, no sharp cut-off; inconclusive means no clear call, values can overlap the other calls; inactive means mostly below about 53%; further: some results filed as inactive read as strong as hits
NTR1 agonist cell count 20 µM = further read-out of NTR1 agonist, marked with its call; cell count; measured here: cell count, cytotoxicity flag
Numbers without * were called inactive; i = inactive; ? = inconclusive; nt = not tested or not shown; & = joins results of further samples.

SMILES,NTR1 agonist,NTR1 agonist cell count 20 µM,Large T inhibition,Yfh1-off respiration,GPR55 beta-arrestin,GPR35 arrestin U2OS,GPR55 LPI antagonism,Dengue-2 NS5 capping,MgcRacGAP inhibition,AID2073
CC1(C)C(=O)Nc2ccccc2N1C(=O)COC(=O)/C=C/c1ccc(OC(F)F)cc1,1.6,67,5%,nt,nt,nt,nt,-1%,6%,nt
COc1ccc(/C=N/NC(=O)CCc2ccccc2)cc1O,-0.4,77,30%,i,-0.1%,6%,0%,-6%,27%,4%
COC/C=C/C1=CC2=CC(=O)C(C)(OC(=O)c3cnc4ccccc4n3)C(=O)C2=CN1Cc1ccco1 (stereo unspecified),2.1,92,26%,i,nt,nt,nt,25%,11%,nt
COc1cccc(C2c3[nH]c4ccccc4c3C[C@H]3C(=O)N(c4ccccc4C(=O)N4CCC(C(=O)O)CC4)C(=O)N23)c1 (stereo partly specified),-1.0,90,14%,nt,-0.2%,16%,-8%,4%,1%,0%
COc1ccc(C(C(=O)NC2CCCC2)N(Cc2ccccc2)C(=O)c2snc(C(N)=O)c2N)cc1OC (stereo unspecified),16,36,5%,nt,0.7%,5%,-6%,0%,-2%,11%
COc1ccc(-n2cnnc2SCC(=O)NC2CCCc3ccccc32)cc1 (stereo unspecified),-0.6,85,5%,i,0.1%,-1%,2%,-1%,-3%,3%
O=C(COc1ccc(F)cc1)N(Cc1ccco1)C1CCS(=O)(=O)C1 (stereo unspecified),0.0,61,9%,nt,-0.1%,-11%,33%,-1%,3%,0%
Cc1ccc2nc(/N=C(\N)NC(=O)NC3CCCCC3)nc(C)c2c1,27,41,10%,i,-0.3%,-11%,-19%,nt,nt,14%
Cc1ccccc1C(OCCN(C)C)c1ccccc1 (stereo unspecified),0.1&-1.1,52&60,22%&13%,i,-0.1%&-0.3%,2%&1%,-7%&-9%,-4%&2%,-7%&5%,0%&-5%
COCCNC(=S)N/N=C/c1ccc(OCc2ccc(C(=O)OC)cc2)c(OC)c1,12,87,2%,i,-0.1%,-3%,11%,nt,nt,9%
CC(C)(C)C1C=C(Sc2ccccc2)C(=O)O1 (stereo unspecified),0.4,63,7%,i,-0.3%,11%,4%,-8%,1%,-2%
CC1CCCCN1C(=O)c1cccc(NC(=O)c2ccccc2)c1 (stereo unspecified),1.8,88,0%,i,-0.1%,22%,2%,-4%,14%,-6%

Molecules shown so far with sulfur:
SMILES,NTR1 agonist,NTR1 agonist cell count 20 µM,Large T inhibition,Yfh1-off respiration,GPR55 beta-arrestin,GPR35 arrestin U2OS,GPR55 LPI antagonism,Dengue-2 NS5 capping,MgcRacGAP inhibition,AID2073
COc1ccc(C(C(=O)NC2CCCC2)N(Cc2ccccc2)C(=O)c2snc(C(N)=O)c2N)cc1OC (stereo unspecified),16,36,5%,nt,0.7%,5%,-6%,0%,-2%,11%
COc1ccc(-n2cnnc2SCC(=O)NC2CCCc3ccccc32)cc1 (stereo unspecified),-0.6,85,5%,i,0.1%,-1%,2%,-1%,-3%,3%
O=C(COc1ccc(F)cc1)N(Cc1ccco1)C1CCS(=O)(=O)C1 (stereo unspecified),0.0,61,9%,nt,-0.1%,-11%,33%,-1%,3%,0%
COCCNC(=S)N/N=C/c1ccc(OCc2ccc(C(=O)OC)cc2)c(OC)c1,12,87,2%,i,-0.1%,-3%,11%,nt,nt,9%
CC(C)(C)C1C=C(Sc2ccccc2)C(=O)O1 (stereo unspecified),0.4,63,7%,i,-0.3%,11%,4%,-8%,1%,-2%

(more compounds)
SMILES,NTR1 agonist,NTR1 agonist cell count 20 µM,Large T inhibition,Yfh1-off respiration,GPR55 beta-arrestin,GPR35 arrestin U2OS,GPR55 LPI antagonism,Dengue-2 NS5 capping,MgcRacGAP inhibition,AID2073
CCCCc1c(O)nc(SCCC(=O)O)[nH]c1=O,nt,nt,-2%,i,-0.1%,-14%,4%,nt,nt,-3%
CC(C)(C)NC(=O)/C(=C\c1ccco1)NC(=O)c1ccco1,0.7,107,5%,nt,0.0%,-4%,3%,-5%,3%,-7%
CNC(=O)c1ccccc1NC(=O)c1cccc(S(=O)(=O)N2CCC(C)CC2)c1,4.7,48,2%,i,0.3%,-4%,-5%,-9%,9%,3%
COc1ccc(C(=O)Nc2nnc(SCC(=O)NCC3CCCO3)s2)cc1OC (stereo unspecified),-1.0,62,8%,nt,0.2%,7%,-11%,4%,3%,3%
O=C(Nc1nnc(Cc2ccccc2)s1)C1CCC1,0.4,57,4%,nt,0.4%,13%,22%,2%,23%,0%
O=C(N/C(=C/c1ccco1)C(=O)N1CCCCC1)c1cccs1,1.7,66,8%,i,-0.4%,-5%,2%,-2%,-4%,-11%
Cc1ccccc1Nc1nc(N)nc(CCl)n1,1.5,49,8%,i,0.2%,2%,-5%,-9%,1%,-16%
O=S(=O)(c1ccccc1)N1CCN(Cc2cccc(Cl)c2)CC1,0.1,65,21%,i,0.0%,2%,-12%,-12%,19%,-4%
CCc1noc(C)c1C(=O)Nc1nc2c(C)cccc2s1,3.1,62,11%,nt,nt,nt,nt,4%,10%,nt
CC(=O)OCC(=O)Nc1c(C)cccc1C,0.0,27,4%,i,-0.4%,13%,-11%,-10%,-2%,26%
CC1Cc2ccccc2N1C(=O)CCn1c(=O)oc2ccccc21 (stereo unspecified),-1.2,84,6%,i,-0.3%,3%,4%,1%,8%,6%
C=CCn1c(SCc2ccc3c(c2)OCO3)nc2scc(-c3ccco3)c2c1=O,4.0,71,?,i,-0.1%,7%,-7%,17%,24%,21%
CSc1nn2c(C(F)(F)F)cc(C(F)(F)F)nc2c1C(=O)O,2.2,44,3%,i,0.0%,-1%,-1%,-2%,-4%,4%
COC(=O)c1ccc(CN2CCN(CCC(C)C)C(CCO)C2)cc1 (stereo unspecified),0.4,96,6%,i,-0.1%,1%,8%,-9%,5%,-18%
COCCNC(=O)C12CC3CC(C1)CC(c1ccccc1)(C3)C2,1.0,77,8%,i,0.2%,-1%,1%,15%,3%,-6%
O=C(C1CCN(CCCc2ccccc2)CC1)N1CCCCC1,0.8,46,9%,i,0.7%,9%,5%,-5%,17%,4%
COc1ccccc1OCC(=O)N(Cc1nc(-c2ccc(Cl)cc2)no1)C(C)C,2.3,83,8%,i,-0.1%,18%,-3%,0%,0%,13%
Cc1ccc(NC(=O)c2ccc(-n3cncn3)c([N+](=O)[O-])c2)cc1F,2.3,55,4%,nt,nt,nt,nt,-5%,3%,nt
O=C(c1ccco1)N1CCN(C(c2ccccn2)c2nnnn2C2CCCC2)CC1 (stereo unspecified),0.5,49,0%,i,-0.4%,-1%,0%,-1%,8%,4%
Cn1c(C(F)(F)F)nc2c(=O)oc3ccccc3c21,-0.6,45,3%,i,0.2%,23%,-3%,1%,10%,10%
Cc1ncc(CO)c2c1Oc1nc(-c3ccccc3)nc(SCC(=O)N(C)c3ccccc3)c1C2,20,30,30%,nt,-0.1%,-7%,-13%,nt,nt,10%
COC(=O)c1ccccc1SC(CC(=O)c1ccccc1)c1ccc(F)cc1 (stereo unspecified),5.7,54,12%,i,-0.1%,-12%,10%,4%,7%,10%
Cc1cc(C)cc(N(CCC#N)C(=O)CSc2n[nH]c(N)n2)c1,0.8,67,-1%,nt,nt,nt,nt,-9%,1%,nt
O=C(CN1CCN(Cc2ccc(F)cc2Cl)C1=O)NCCCN1CCOCC1,-0.3,52,10%,i,0.5%,-14%,0%,-6%,-2%,6%
CC1Oc2cc3oc4c(O)c(O)ccc4c(=O)c3c(O)c2C1(C)C (stereo unspecified),5.6,69,?,i,nt,nt,nt,12%,19%,nt
CN(CC(=O)Nc1ccccc1C(=O)N1CCCC1)S(=O)(=O)c1ccc(Br)cc1,1.7,78,6%,i,0.0%,2%,11%,1%,3%,-8%
COc1cccc(-n2nnnc2SCC(=O)Nc2ccccc2OC)c1,-0.1,68,7%,nt,0.8%,6%,-3%,-9%,12%,-1%
Cc1ccc2c(c1)N(CCC(=O)NCCCN1CCCC1)C(=O)C(C)O2 (stereo unspecified),-2.6,43,1%,nt,-0.1%,-17%,-5%,-7%,1%,12%
COc1ccc(/C=N/NC(=O)CN2CCSCC2)c(OC)c1,0.7,62,18%,i,-0.1%,7%,8%,0%,16%,0%
COc1ccc(CCN(C(=S)Nc2ccccc2)C2CC(=O)N(c3ccccc3)C2=O)cc1 (stereo unspecified),21,54,2%,i,-0.1%,-7%,3%,3%,4%,6%
Cc1ccc(C(CC(=O)O)NC(=O)CN2C(=O)c3ccccc3C2=O)cc1 (stereo unspecified),-0.6,63,8%,nt,nt,-14%,0%,-2%,7%,8%
CC(=O)Nc1ccc(S(=O)(=O)N2CCN(Cc3ccccn3)CC2)cc1,-0.2,39,4%,i,-0.1%,12%,14%,-6%,17%,0%
Cc1cc(C)cc(OCC(=O)Nc2ccc(F)cc2)c1,0.6,44,-3%,i,0.2%,-4%,-8%,-2%,5%,-20%
COC(=O)c1ccc(NC(=O)C2CCCN2S(=O)(=O)c2ccc(F)cc2)cc1 (stereo unspecified),-0.4,59,-42%,i,0.6%,-3%,-2%,-8%,6%,7%
CCC(Sc1nc(=O)cc(N)n1CCc1ccccc1)C(=O)Nc1ccccc1C#N (stereo unspecified),-0.2,51,17%,i,-0.1%,6%,24%,-10%,0%,12%
CC1=C(C(=O)OC2CCCC2)C(c2coc3ccccc3c2=O)C2=C(CC(C)(C)CC2=O)N1 (stereo unspecified),4.7,51,8%,i,-0.2%,7%,5%,-3%,-5%,-9%
O=C(CNC(=O)C12CC3CC(CC(C3)C1)C2)N1CCN(S(=O)(=O)c2cccs2)CC1,1.0,60,-1%,i,0.0%,-11%,2%,-7%,7%,1%
CCOC(=O)N1CCC(NC(=O)C(NC(=O)C2CCCCC2)C(C)C)CC1 (stereo unspecified),nt,nt,nt,nt,1.1%,3%,-1%,nt,nt,7%
COC(=O)CCc1ccc(OCC(O)CNC(C)C)cc1 (stereo unspecified),2.3,47,3%,i,nt,nt,nt,-5%,5%,nt
